TMEM16A inh: inhibitors of mouse TMEM16A calcium-activated chloride channel | normalized B-score (activity score, 25-100; higher = stronger inhibition) at 10 µM | actives 1.2% (n = 310,000) | Q8BHY3 | HEK293 TMEM16A/YFP iodide influx fluorescence, ionomycin | AID 588511;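 active = ratio plate-corrected score three or more library SD toward inhibition, starting fluorescence score within five deviations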;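 also: score derived from kinetic fluorescence span divided by baseline fluorescence per well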
Target sequence (Q8BHY3 whole entry, looked up): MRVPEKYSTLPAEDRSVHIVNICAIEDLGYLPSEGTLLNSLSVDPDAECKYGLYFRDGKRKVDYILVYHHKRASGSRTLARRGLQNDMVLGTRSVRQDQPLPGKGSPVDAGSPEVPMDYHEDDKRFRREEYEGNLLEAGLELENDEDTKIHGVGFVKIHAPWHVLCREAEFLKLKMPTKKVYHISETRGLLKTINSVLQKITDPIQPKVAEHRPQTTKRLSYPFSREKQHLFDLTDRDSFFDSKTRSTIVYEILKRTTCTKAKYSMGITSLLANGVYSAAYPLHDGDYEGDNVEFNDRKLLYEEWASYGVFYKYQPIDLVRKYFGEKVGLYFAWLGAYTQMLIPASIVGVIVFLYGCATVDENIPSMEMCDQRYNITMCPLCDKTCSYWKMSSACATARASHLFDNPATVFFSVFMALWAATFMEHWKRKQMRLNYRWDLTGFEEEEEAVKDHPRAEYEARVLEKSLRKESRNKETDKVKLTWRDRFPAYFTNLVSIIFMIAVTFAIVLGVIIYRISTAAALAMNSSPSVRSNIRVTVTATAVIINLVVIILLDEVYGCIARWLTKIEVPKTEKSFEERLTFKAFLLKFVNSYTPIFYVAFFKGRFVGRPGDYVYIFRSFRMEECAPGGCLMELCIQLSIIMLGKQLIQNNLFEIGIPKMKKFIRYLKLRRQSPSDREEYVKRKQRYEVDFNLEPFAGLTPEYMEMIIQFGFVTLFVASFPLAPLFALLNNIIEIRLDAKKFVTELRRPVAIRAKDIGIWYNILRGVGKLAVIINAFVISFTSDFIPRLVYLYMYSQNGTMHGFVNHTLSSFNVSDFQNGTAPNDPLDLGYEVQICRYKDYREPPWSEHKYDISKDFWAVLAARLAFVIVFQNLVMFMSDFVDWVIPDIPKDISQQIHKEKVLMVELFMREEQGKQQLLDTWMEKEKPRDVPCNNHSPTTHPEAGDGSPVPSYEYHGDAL
TRPC6 act: activates the mouse TRPC6 cation channel. Q61143. HEK293-TRPC6 membrane potential dye fluorescence; active compounds read high. B-score at 10 µM. actives 0.13% (n = 310,000);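 active = B-score of the integrated fluorescence ratio above library mean plus 3 SD, and starting fluorescence ratio within library mean plus 5 SD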;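 also: higher score means more depolarization so channel activation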
TRPC4 agonist: TRPC4 (mouse) channel activation; Q9QUQ5; HEK293 TRPC4beta/mu-opioid, Fluo4 calcium fluorescence; active compounds read high; B-score at 10 µM; actives 0.49% (n = 310,000); AID 2237;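 active = B-score above 5 SD of library B-scores, and initial fluorescence ratio not above library mean plus 5 SD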;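 also: positive B-score marks a calcium rise read as TRPC4 activation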
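System – HEK293 cells stably co-expressing mouse TRPC4beta and mu-opioid receptor · Signal – Fluo4 calcium-sensitive dye fluorescence, kinetic, 1 Hz baseline · Benchmarks – buffer (low) and maximal DAMGO (high) · Read-out – B score of integrated fluorescence ratio per well · Incubation – dye loading 45 min room temperature, 110 s kinetic read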
RGS4 inh: inhibitors of human RGS4. P49798. B-score at 10 µM. actives 0.45% (n = 310,000). AID 463165. HEK293 M3R/RGS4 inducible, Fluo-4 calcium flux; active compounds read high; triggered by carbachol at its EC20;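 active = B-score, a plate-corrected calcium signal, over three deviations above library mean, with baseline fluorescence within five deviations of library mean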;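 also: RGS4 expression induced by doxycycline in cells with stable M3 receptor; B-score is computed from the integrated fluorescence ratio over baseline after carbachol; higher B-score means a larger calcium signal and so more RGS4 inhibition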
TRPC4 block: TRPC4 (mouse) channel inhibition; actives 0.39% (n = 300,000); Q9QUQ5; B-score at 10 µM; HEK293 TRPC4beta/mu-opioid, DAMGO-evoked Fluo4 calcium flux; active compounds read low;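 active = B-score over 3 SD under the library average, no early fluorescence shift, positive overall ratio signal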
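System: stable TRPC4beta/mu-opioid receptor HEK293 cells; Dosing: single-point compound dosing; Measured by: Fluo4 Ca2+ flux fluorescence; Read-out basis: per-well B score of integrated baseline-normalized Fluo4 ratio.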
TMEM16A act: mouse TMEM16A channel activation, primary screen; AID 623877; Q8BHY3; actives 0.3% (n = 340,000); B-score at 10 µM; HEK293 TMEM16A/YFP-H148Q/I152L, iodide quench fluorescence; active compounds read low;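 active = fluorescence-ratio B-score plate-corrected deviation score at least 3 library SD below zero, with starting fluorescence score within 5 deviations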;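 also: channel opened by trigger with iodide after compound preincubation; score built on the fluorescence ratio of max minus min over baseline; more negative score means more quench and so TMEM16A activation or potentiation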
MrgX1 ag: human MrgX1 receptor agonism, primary screen. Q96LB2. MrgX1-HEK293 cells, Fluo-4 calcium fluorescence, agonist mode; active compounds read high. B-score at 10 µM. actives 0.44% (n = 310,000). AID 588627;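 active = calcium response B-score plate-corrected fluorescence ratio at least 3 library SD, with starting fluorescence B-score inside 5 SD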
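Material: MrgX1-expressing HEK293 cells / Dosing: compound as first of three additions / Incubation: overnight seeding, then 1 h dark dye loading / Signal: Fluo-4 NW calcium fluorescence / Evaluation: B-scored fluorescence response ratio / Benchmarks: positive and negative control wells on each plate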
TRPC4 potent: allosterically enhances the mouse TRPC4 cation channel; Q9QUQ5; HEK293 TRPC4beta/mu-opioid, DAMGO EC20, Fluo-4 Ca2+ flux; active compounds read high; B-score at 10 µM; actives 0.42% (n = 310,000);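 active = B-score of calcium response area above 5 SD of library B-scores, with initial fluorescence ratio within 5 SD of library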;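 also: B-score of integrated fluorescence ratio over time as area under calcium response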
TRPC6 inh: inhibitors of mouse TRPC6 channel; Q61143; actives 1.1% (n = 310,000); B-score at 10 µM; HEK293-TRPC6, membrane potential dye, ACh-evoked depolarization; active compounds read low;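 active = B-score under library mean minus 3 SD, initial fluorescence not abnormally high, positive integrated signal ratio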;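 also: B-score derived from integrated fluorescence ratio over the kinetic read; more negative B-score means stronger inhibition of depolarization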
MrgX1 allo act: allosterically activates human MrgX1 receptor signaling. AID 588675. MrgX1-HEK293, Fluo-4 calcium flux, FDSS; active compounds read high. B-score at 10 µM. actives 0.63% (n = 310,000);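 active = plate-corrected calcium response at least 3 library SD above typical, normal starting fluorescence, not activating the receptor alone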;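 also: compound read alongside a low EC10 to EC30 dose of BAM8-22 agonist; peak minus trough fluorescence over baseline measured at the second addition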
MrgX1 antag: blocks BAM8-22 activation of human MrgX1 receptor; MRGX1-HEK293 calcium flux, Fluo-4, BAM8-22 antagonism; active compounds read low; B-score at 10 µM; actives 1.3% (n = 310,000); AID 588676;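 active = calcium-response B-score plate-corrected more than 3 library SD below zero, starting fluorescence within 5 deviations, no agonist response on first addition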;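 also: peak minus trough fluorescence over baseline after final BAM8-22 challenge near maximal dose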
The depositor's hits bear a star; i = inactive; . = no result given.

SMILES	TMEM16A inh	TRPC6 act	TRPC4 agonist	RGS4 inh	TRPC4 block	TMEM16A act	MrgX1 ag	TRPC4 potent	TRPC6 inh	MrgX1 allo act	MrgX1 antag
CCOC(=O)CSc1nc(Cc2ccccc2)nc2ccccc12	i	i	i	i	i	i	i	i	i	i	i
Cc1ccc(C(=C2C3C=CC2C2C(=O)NC(=O)C32)c2ccc(C)cc2)cc1 (stereo not given)	i	i	i	i	i	i	i	i	i	i	i
CCOc1ccccc1NC(=O)c1ccc(-n2cncn2)nc1	i	i	i	i	i	i	i	i	i	i	i
C=CCNc1cc(C(F)(F)F)nc(-c2ccccn2)n1	i	i	i	i	i	i	i	i	i	i	i
CC1(C)CC2CC(C)(CN2S(=O)(=O)c2ccc(C(=O)Nc3ccc(Cl)c(S(=O)(=O)N4CCOCC4)c3)cc2)C1 (stereo not given)	i	i	i	i	i	i	i	i	i	i	i
COc1ccccc1CC(=O)Nc1ccc(-c2noc(COc3ccc(Br)cc3)n2)cc1	i	i	i	i	i	i	i	i	i	i	i
COc1ccc(/C(O)=C2/C(=O)C(=O)N(Cc3cccnc3)C2c2ccco2)cc1OC (stereo not given)	i	i	i	i	i	i	i	i	i	i	i
COc1cc(Br)c(Br)cc1N	i	i	i	i	i	i	i	i	i	i	i
COc1ccc(N2CCN(CCCNC(=O)C(=O)c3c[nH]c4ccccc34)CC2)cc1	i	i	i	i	i	i	i	i	i	i	i
O=C(CSc1ccc(Cl)cc1)N1N=CCC1c1ccccc1 (stereo not given)	i	i	i	i	i	i	i	i	i	i	i
CCCNC(=O)c1ccc2c(=O)c(O)c(-c3ccc(F)cc3)[nH]c2c1	i	i	i	i	i	i	i	i	i	i	i
FC(F)(F)c1nnc2ccc(NCc3cccnc3)nn12	i	i	i	i	i	i	i	i	i	i	i
Cn1c(SCC(=O)Nc2ccccc2Cl)nnc1C1CC1	i	i	i	i	i	i	i	i	i	i	i
Cc1cc(S(=O)(=O)Nc2ccccc2C(=O)O)ccc1Cl	i	i	i	i	i	i	i	i	i	i	i
CC(C)(C)N(Cc1ccccc1)C(=O)c1cccs1	i	i	i	i	i	i	i	i	i	i	i
COc1ccc(CCN2C(=O)CC(N3CCN(c4ccccn4)CC3)C2=O)cc1OC (stereo not given)	i	i	i	i	i	i	i	i	i	i	i
Cc1cc(C)nc(SCC(N)=O)n1	i	i	i	i	i	i	i	i	i	i	i
CCOC(=O)c1cc(S(=O)(=O)N2CC(C)CC(C)C2)cn1C (stereo not given)	i	i	i	i	i	i	i	i	i	i	i
O=C(NC1CCCc2ccccc21)c1cc(S(=O)(=O)N2CCOCC2)ccc1F (stereo not given)	i	i	i	i	i	i	i	i	i	i	i
CCCC(=O)NCCc1ccc(F)cc1	i	i	i	i	i	i	i	i	i	i	i
O=C(CN1CCN(S(=O)(=O)c2ccc(Cl)cc2)CC1)NCc1cccs1	i	i	i	i	i	i	i	i	i	i	i
CC1=CC2=NC(=O)/C(=C\c3ccc(OC(=O)c4ccco4)cc3)C(=N)N2O1	i	i	i	i	i	i	i	i	i	i	i
OC1(C(F)(F)F)CC(c2ccc3ccccc3c2)=NO1 (stereo not given)	i	i	i	i	i	i	i	i	i	i	i
CC1CC(C)CN(S(=O)(=O)c2ccc(C(=O)Nc3nnc(-c4cccs4)o3)cc2)C1 (stereo not given)	i	i	i	i	i	i	i	i	i	i	i
Cc1ccc(-n2cc(-c3ccccc3)c3c(=O)[nH]cnc32)cc1	i	i	i	i	i	i	i	i	i	i	i
CC1=C(C(N)=O)C(c2ccco2)C(C(N)=O)=C(C)N1	i	i	i	i	i	i	i	i	i	i	i
OCCC1CN(Cc2cn[nH]c2C2CCCCC2)CCN1Cc1ccccc1 (stereo not given)	i	i	i	i	i	i	i	i	i	i	i
c1ccc(-n2cnnc2SCc2nc3ccccc3s2)cc1	i	i	i	i	i	i	i	i	i	i	i
Cc1ccc(Cn2c(=N)c(S(=O)(=O)c3ccc(C)cc3)cc3c(=O)n4ccccc4nc32)cc1	i	i	i	i	i	i	i	i	i	i	i
O=c1c2cc(NC(=S)N3CCC(N4CCCCC4)CC3)ccc2nc2n1CCCCC2	i	i	i	i	i	i	i	i	i	i	i
COc1ccc(OC)c(S(=O)(=O)Nc2c(C)cccc2C)c1	i	i	i	i	i	i	i	i	i	i	i
Cn1c(=O)c(=O)n(C)c2cc(S(=O)(=O)CCC(=O)Nc3c(F)c(F)c(F)c(F)c3F)ccc21	i	i	i	i	i	i	i	i	i	i	i
COc1cccc(CN2CC(C(=O)NCCOc3ccccc3)CCC2=O)c1 (stereo not given)	i	i	i	i	i	i	i	i	i	i	i
O=C1Nc2ccccc2C12OCCO2	i	i	i	i	i	i	i	i	i	i	i
COc1ccc(NC(=O)C2C3C=CC4(O3)C2C(=O)N(CCCN2CCCCC2)C4C(=O)NC2CCCC(C)C2C)cc1 (stereo not given)	i	i	i	i	i	i	i	i	i	i	i
COc1ccc(CCNC(=O)COc2cc(O)c3c(c2)OC(C)(C)CC3=O)cc1OC	i	i	i	i	i	i	i	i	i	i	i
CN(C)c1ccc(CNC(=O)CN2C(=O)COc3ccc(S(=O)(=O)N4CCCC4)cc32)cc1	i	i	i	i	i	i	i	i	i	i	i
CC(=O)C(C(C)=O)c1cc(NS(=O)(=O)c2ccccc2)ccc1NS(=O)(=O)c1ccccc1	i	i	47*	i	i	i	i	i	i	12.9*	i
CC(C)[C@H](NC(=O)OCc1ccccc1)C(=O)NCc1ccccc1	i	i	i	i	i	i	i	i	i	i	i
COc1ccc(C(C(=O)NC(C)(C)C)N(C(=O)CCC(=O)Nc2ccccn2)C2CCCCC2)cc1 (stereo not given)	i	i	i	i	i	i	i	i	i	i	i
Cc1cnc(C(=O)N2CCN(S(=O)(=O)c3ccc4ccccc4c3)CC2)cn1	i	i	i	i	i	i	i	i	i	i	i
O=C1c2ccccc2C(=O)N1CCc1nc2ccccc2c(=O)n1CCCn1ccnc1	i	i	i	i	i	i	i	i	i	i	i
COC(=O)/C=C/c1c(C)[nH]c(=O)[nH]c1=O	i	i	i	i	i	i	i	i	i	i	i
Cc1nc(N2CCN(S(=O)(=O)c3ccccc3C#N)CC2)c2c(-c3cccs3)csc2n1	i	i	i	i	i	i	i	i	i	i	i
COC(=O)c1c(NC(=O)Cc2ccc(OC)c(S(=O)(=O)N3CCOCC3)c2)sc(C)c1C	i	i	i	i	i	i	i	i	i	i	i
C/C(=N\NC(=O)C(=O)Nc1ccc(C)cc1)c1ccncc1	i	i	i	i	i	i	i	i	i	i	i
O=C(Nc1cccc(F)c1)C1CCCCC1	i	.	.	.	.	i	i	.	.	i	i
CC1CCCCN1Cc1nc2c(c(=O)n(C)c(=O)n2C)n1CCc1ccccc1 (stereo not given)	i	i	i	i	i	i	i	i	i	i	i
Cc1ccc(Sc2ccc(CO)cc2[N+](=O)[O-])cc1	i	i	i	i	-7*	i	i	i	i	i	i
CCOc1ccc(OCC)c(NC(=O)c2ccc(CNc3c(N4CCOCC4)c(=O)c3=O)cc2)c1	i	i	i	i	i	i	i	i	i	i	i
Cc1cc(C)n(-c2nc3ccccc3c(=O)n2OCC(N)=O)n1	i	i	i	i	i	i	i	i	i	i	i
O=C(c1ccco1)N1CCN(S(=O)(=O)c2ccc(Cl)s2)CC1	i	i	i	i	i	i	i	i	i	i	i
Cc1cc(C(=O)OCC(=O)Nc2cccc(S(=O)(=O)N(C)C)c2)c(C)o1	i	i	i	i	i	i	i	i	i	i	i
O=C(NCCS(=O)(=O)N1CCN(c2ccccc2F)CC1)c1ccc(Cl)cc1	i	i	i	i	i	i	i	i	i	i	i
CN(NS(=O)(=O)c1ccc(Br)cc1)c1nc(C(F)(F)F)nc2ccccc12	25*	i	i	i	i	i	i	i	-5.89*	i	i
O=C(N/C(=C\c1ccco1)C(=O)N1CCOCC1)c1ccco1	i	i	i	i	i	i	i	i	i	i	i
CCCCn1c(CCC(=O)O)nc2cc(S(=O)(=O)N(C)C)ccc21	i	i	i	i	i	i	i	i	i	i	i
O=C(Cc1ccc(S(=O)(=O)N2CCOCC2)s1)N1CCN(c2cccc(C(F)(F)F)c2)CC1	i	i	i	i	i	i	i	i	i	i	i
Cc1cc(S(=O)(=O)NC2CCCC2)ccc1F	i	i	i	i	i	i	i	i	i	i	i
CC(C)(C)C1=C[C@@H](CO)C[C@@H](CO)C1	i	i	i	i	i	i	i	i	i	i	i
Next part:
SMILES	TMEM16A inh	TRPC6 act	TRPC4 agonist	RGS4 inh	TRPC4 block	TMEM16A act	MrgX1 ag	TRPC4 potent	TRPC6 inh	MrgX1 allo act	MrgX1 antag
COC(=O)c1[nH]c(C)c(/C(O)=C2\C(=O)C(=O)N(CCN(C)C)C2c2ccco2)c1C (stereo not given)	i	i	i	i	.	i	i	i	i	i	i
O=C(C(Cc1ccccc1)n1cccc1)N1CCCCC1 (stereo not given)	i	i	i	i	i	i	i	i	i	i	i
O=C(Nc1ccccc1)N1CCn2c1nc1ccccc12	i	i	i	i	i	i	i	i	i	i	i
Cc1ccsc1C(=O)NC1CCCN(Cc2ccc(Cl)cc2)C1 (stereo not given)	i	i	75*	i	i	i	i	i	i	i	i
Cc1cc2cc(CNC(=O)Nc3ccccc3)ccc2[nH]1	i	i	i	i	i	i	i	i	i	i	i
COc1ccc2c(c1)-c1c(ssc1=S)C(C)(C)N2	i	i	i	i	i	i	i	i	-5.61*	i	i
CC1=Nc2ccc(C)cc2/C1=C/c1c(N)n2c(S(=O)(=O)C(C)C)nsc2nc1=O	.	i	i	i	i	i	.	i	i	.	.

Complete entries as entered above:
`CC1=CC2=NC(=O)/C(=C\c3ccc(OC(=O)c4ccco4)cc3)C(=N)N2O1` in the list: TMEM16A inh: i; TRPC6 act: i; TRPC4 agonist: i; RGS4 inh: i; TRPC4 block: i; TMEM16A act: i; MrgX1 ag: i; TRPC4 potent: i; TRPC6 inh: i; MrgX1 allo act: i; MrgX1 antag: i
`CN(NS(=O)(=O)c1ccc(Br)cc1)c1nc(C(F)(F)F)nc2ccccc12` in the list: TMEM16A inh: 25*; TRPC6 act: i; TRPC4 agonist: i; RGS4 inh: i; TRPC4 block: i; TMEM16A act: i; MrgX1 ag: i; TRPC4 potent: i; TRPC6 inh: -5.89*; MrgX1 allo act: i; MrgX1 antag: i
